Assay outcomes as filed in PubChem.
DNMT1 block – DNMT1 (human) enzyme inhibition. DNMT1 molecular beacon, Hinp1I cleavage, fluorescence. inhibition (reported as % activation of signal), % at 10 µM. 360,000 tested, 0.83% active; in the data active = inhibition above about 50%
MsrA inh – inhibits bovine methionine sulfoxide reductase A; purified bovine MsrA, absorbance read-out; inhibition, % at 15.5 µM; 360,000 tested, 0.75% active; in the data active = inhibition above about 4.5%;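 note: 0% = vehicle wells with enzyme and 100% = reference inhibitor wells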
LMPTP block – blocks human LMPTP phosphatase. recombinant LMPTP-A, OMFP fluorogenic substrate, fluorescence intensity. inhibition, % at 20 µM. 360,000 tested, 0.22% active. AID 651560;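 active = compounds that cut the enzyme signal by at least half of the control window in the single-dose screen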;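 note: plate controls were DMSO wells with enzyme plus substrate for no effect and substrate without enzyme for full effect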
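Assay system: LMPTP-A, protein tyrosine phosphatase of low molecular weight / Medium: pH 6.0 Bis-Tris buffer with DTT and Triton X-100 / Schedule: 50 min enzyme reaction at room temperature, protected from light / Measured by: endpoint fluorescence intensity from OMFP dephosphorylation / Read-out basis: % inhibition relative to no-enzyme and uninhibited control wells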
eLon inh – inhibitors of E. coli Lon protease; P0A9M0; purified E. coli Lon protease, fluorescence polarization; inhibition, % at 7.94 µM; 360,000 tested, 0.42% active; AID 602123; in the data active = inhibition above about 13%, passing the limit was not always enough;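 note: 0% = enzyme with probe and DMSO and 100% = no enzyme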
MsrA act – bovine methionine sulfoxide reductase A activation | purified bovine MsrA, absorbance read-out | activation, % at 10.6 µM | 360,000 tested, 0.3% active; in the data active = activation above about 7.5%;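 note: 0% = vehicle and 100% = reference activator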
SUMO1 PPI mod – alters human SUMO1 binding to SIM partners; P63165; 360,000 tested, 0.33% active; SUMO1 binding to a labelled peptide, TR-FRET, 1 h; inhibition, % at 20 µM; in the data active = inhibition above about 37%
Target sequence (P63165 whole entry, looked up): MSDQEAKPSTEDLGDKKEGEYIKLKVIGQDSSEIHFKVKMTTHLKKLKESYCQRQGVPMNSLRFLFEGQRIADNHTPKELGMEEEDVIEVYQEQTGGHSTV
STEP inh – blocks human striatal-enriched tyrosine phosphatase | P54829 | recombinant STEP, OMFP fluorogenic substrate, fluorescence | inhibition, % at 20 µM | 360,000 tested, 0.25% active | AID 588621;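 active = inhibition at 20 µM, scaled per plate between control wells, above about 37%, limit read from the data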;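 note: 0% = DMSO with enzyme and substrate and 100% = substrate only without enzyme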
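medium = Bis-Tris buffer pH 6.0, 2.5 mM DTT, 0.005% Tween 20 | test system = STEP (striatal-enriched tyrosine phosphatase) enzyme, cell-free | measure = normalized % inhibition | compound dosing = 20 µM, 1% DMSO | also added = 25 µM OMFP | schedule = reaction 20 min, ambient temperature | measured by = fluorescence read at 480 nm ex / 540 nm em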
Scp1 inh – blocks human Scp-1 phosphatase activity. Q9GZU7. Recombinant Scp1, phosphopeptide, malachite green phosphate absorbance. inhibition, % at 20 µM. 340,000 tested, 0.88% active;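 active = inhibition above about 50% at 20 µM, limit read from the data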;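 note: plate controls were DMSO wells with enzyme for no effect and wells lacking enzyme for full effect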
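Test system: SCP-1 phosphatase catalytic domain, residues 76-261 | Compound dosing: One concentration, 20 µM, with 1.0% DMSO | Schedule: 45 min room-temperature reaction, 5 min colour, 30 min stabiliser | Detection: Absorbance at 630 nm | Read-out basis: % inhibition of SCP-1 phosphate liberation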
Tb MetRS inh – Trypanosoma brucei MetRS inhibition; purified T. brucei MetRS, ATP depletion, Kinase-Glo luminescence; inhibition, % at 11.9 µM; 360,000 tested, 0.4% active;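 active = inhibition above a per-plate cutoff of the control wells' mean inhibition plus 3 SD, cut at about 5.5% in these data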;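 note: 0% = DMSO wells median and 100% = median of wells with control inhibitor compound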
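Assay system: T. brucei methionyl-tRNA synthetase, purified | Medium: HEPES buffer with MgCl2, KCl, DTT, spermine, BSA, pyrophosphatase | Compound: 11.9 µM single point | Incubation: 15 min enzyme-compound preincubation, 2 h reaction, 10 min detection, 25 °C | Measured by: Kinase-Glo luciferase luminescence reporting remaining unconsumed ATP | Measure: % inhibition normalized to control-well medians | Replication: Singlicate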
CendR NRP1 mod – NRP-1/CendR interaction modulation; FAM-RPARPAR peptide binding to NRP-1, fluorescence polarization; inhibition, % at 25 µM; 360,000 tested, 0.85% active;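 active = inhibition or corrected inhibition above about 18%, plus a signal ratio from 0.5 to 1.5, limit read from the data, passing the limit was not always enough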; note: strong numbers were not always called active
Target sequence (O14786 whole entry, looked up): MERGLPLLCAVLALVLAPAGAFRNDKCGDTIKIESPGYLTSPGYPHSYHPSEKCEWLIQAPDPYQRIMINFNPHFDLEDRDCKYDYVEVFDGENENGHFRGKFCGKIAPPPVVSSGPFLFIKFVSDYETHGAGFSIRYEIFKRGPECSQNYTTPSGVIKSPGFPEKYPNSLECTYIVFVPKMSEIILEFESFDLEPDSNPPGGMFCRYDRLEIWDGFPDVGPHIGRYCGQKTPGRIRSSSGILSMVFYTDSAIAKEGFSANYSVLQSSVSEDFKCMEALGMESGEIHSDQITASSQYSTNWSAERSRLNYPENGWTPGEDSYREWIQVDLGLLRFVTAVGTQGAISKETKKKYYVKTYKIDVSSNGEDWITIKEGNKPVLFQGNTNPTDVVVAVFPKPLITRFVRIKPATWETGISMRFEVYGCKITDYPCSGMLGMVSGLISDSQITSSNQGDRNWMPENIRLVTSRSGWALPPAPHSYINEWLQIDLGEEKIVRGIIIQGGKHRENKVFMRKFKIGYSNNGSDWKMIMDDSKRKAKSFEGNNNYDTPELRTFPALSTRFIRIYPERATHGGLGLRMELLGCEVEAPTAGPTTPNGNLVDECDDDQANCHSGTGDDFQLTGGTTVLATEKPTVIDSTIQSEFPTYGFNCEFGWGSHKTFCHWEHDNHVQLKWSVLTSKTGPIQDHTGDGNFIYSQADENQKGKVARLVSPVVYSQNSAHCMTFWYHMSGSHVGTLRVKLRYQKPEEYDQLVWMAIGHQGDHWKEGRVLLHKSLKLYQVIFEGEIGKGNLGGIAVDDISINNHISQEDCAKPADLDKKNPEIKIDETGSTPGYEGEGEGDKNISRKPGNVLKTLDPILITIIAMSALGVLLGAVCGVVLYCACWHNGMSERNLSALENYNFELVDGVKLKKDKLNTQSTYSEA
The depositor's hits bear a star; x = no result given.

SMILES | DNMT1 block | MsrA inh | LMPTP block | eLon inh | MsrA act | SUMO1 PPI mod | STEP inh | Scp1 inh | Tb MetRS inh | CendR NRP1 mod
O=C(COC(=O)CCC(=O)c1cccs1)NC1CC1 | -1.0 | -0.3 | -1.6 | 3.0 | -2.7 | 10.5 | -2.8 | -2.9 | -0.3 | -4.5
O=C(NC1CC1)C1=C[C@H](c2csc3ccccc23)C[C@H](OCc2ccc(CO)cc2)O1 | -9.3 | 0.6 | 1.4 | 1.8 | 0.4 | 1.0 | -0.1 | -5.9 | 0.4 | 4.6
CCCCn1c(N)c(N(CCOC)C(=O)c2ccc(-c3cccc(C(F)(F)F)c3)o2)c(=O)[nH]c1=O | -3.6 | 1.3 | 1.3 | 3.5 | -10.7 | -5.9 | -2.9 | -8.2 | -0.6 | -11.7
CC(=O)N1N=C(c2ccncc2)OC12CCCC2 | 3.0 | -0.8 | -1.0 | 15.7 | -0.3 | 2.6 | 1.7 | 2.6 | -0.1 | -2.0
CCC(Oc1ccccc1)C(=O)Nc1cc(Cl)ccc1-n1cncn1 (stereo unspecified) | -0.3 | 1.7 | -0.3 | 1.6 | 3.7 | 6.2 | -0.7 | -2.3 | -0.2 | 6.6
Cc1cccc(-c2noc(CNS(=O)(=O)c3ccccc3)n2)c1 | -0.9 | -1.2 | 0.3 | -2.4 | -3.6 | 3.6 | -0.7 | -4.6 | -0.2 | -19.6
CCCCN1/C(=C/c2ccc3ccccc3[n+]2CC)Sc2ccccc21 | 16.2 | x | 7.0 | -63.3 | -2.5 | -54.7 | 0.2 | 7.4 | 0.1 | -155.6
O=C(COC(=O)CCCNC(=O)c1ccc(Cl)cc1)Nc1ccc(Br)cc1 | 1.9 | 1.6 | -1.5 | 0.7 | -6.2 | -3.9 | -4.1 | -7.4 | -0.4 | 13.8
CNC(=O)CSc1nccn1Cc1ccc(Cl)cc1 | -0.1 | 1.0 | -0.2 | -3.7 | -4.0 | -1.0 | -0.9 | -3.5 | -0.7 | -11.0
CC12CC3CC(C)(C1)CC(Nc1nc(N4CCOCC4)nc4ccccc14)(C3)C2 | -0.4 | -0.9 | 46.6 | -6.4 | -2.7 | 8.7 | 7.7 | 6.5 | -0.5 | 2.4

Overlap with the part before: two compounds, followed by the next part.
SMILES | DNMT1 block | MsrA inh | LMPTP block | eLon inh | MsrA act | SUMO1 PPI mod | STEP inh | Scp1 inh | Tb MetRS inh | CendR NRP1 mod
CNC(=O)CSc1nccn1Cc1ccc(Cl)cc1 | -0.1 | 1.0 | -0.2 | -3.7 | -4.0 | -1.0 | -0.9 | -3.5 | -0.7 | -11.0
CC12CC3CC(C)(C1)CC(Nc1nc(N4CCOCC4)nc4ccccc14)(C3)C2 | -0.4 | -0.9 | 46.6 | -6.4 | -2.7 | 8.7 | 7.7 | 6.5 | -0.5 | 2.4
COc1cccc(OC)c1OCCOCCN1CCN(C)CC1 | 1.4 | -0.7 | -3.9 | -1.3 | 0.9 | -0.3 | 3.6 | -4.5 | -0.1 | 9.3
Cc1cccc(-c2ccc(O)cc2CN2CCN(c3ncc(Cc4ccccc4)cn3)CC2)c1 | x | 2.0 | 3.6 | x | x | -2.4 | x | x | 0.2 | -24.5
COCOc1ccc(C=O)cc1OCOC | 3.4 | 0.9 | -1.1 | -4.3 | -4.1 | 3.4 | -2.1 | -4.0 | -0.6 | 22.1*
COC(=O)c1ccccc1-n1c(C)nc(=O)c(-c2ccccc2)c1C | 2.8 | -0.6 | -2.0 | 10.7 | -2.0 | 2.5 | -1.7 | -4.2 | -0.6 | 10.8
COc1nc(Nc2ccc(-c3nc4ccccc4o3)cc2)nc(N2CCOCC2)n1 | 16.2 | 1.2 | 3.0 | 1.3 | -0.1 | -1.7 | -0.7 | -3.1 | -0.5 | 5.7
Cc1ccc(S(=O)(=O)CCC(=O)Nc2ccccc2Cl)cc1 | 1.2 | -1.3 | 1.1 | -1.8 | -2.6 | -2.7 | 0.5 | -11.0 | -1.6 | -4.4
COc1ccc(N(CC(=O)N2CCN(c3cccc(C)c3C)CC2)S(=O)(=O)c2c(C)noc2C)cc1 | -2.3 | 0.2 | 4.0 | -7.6 | -3.9 | -0.4 | -0.2 | -4.7 | 0.1 | 6.5
CCC(=O)Oc1ccc(-c2nc(-c3cccnc3)no2)cc1 | -1.1 | -0.1 | -0.8 | -3.9 | 1.1 | 6.5 | -3.2 | -4.7 | -0.4 | -0.7
CS(=O)(=O)Cc1ccc(C(=O)NC2CCN(Cc3ccccc3)C2)cc1 (stereo unspecified) | -2.1 | -0.6 | 1.6 | -14.3 | 3.3 | -0.6 | 0.9 | -7.7 | -0.3 | -2.1
COc1ccc2cc3cc(C(=O)NCc4ccccn4)oc3nc2c1 | 7.5 | 8.0* | 1.4 | -1.9 | -4.9 | -11.2 | -2.6 | -0.4 | -0.1 | -2.5
COCCCNC(=O)CNC(=S)N(Cc1ccc(F)cc1)C1CCCCC1 | 0.3 | -1.0 | -2.0 | -4.9 | -2.9 | 1.0 | 6.8 | -6.5 | -0.6 | -3.6
CCc1nnc(NC(=O)c2ccc(S(=O)(=O)N(CCOC)CCOC)cc2)s1 | -3.5 | 0.4 | -2.2 | -6.1 | -0.6 | 1.0 | 2.4 | -6.5 | -0.2 | -8.9
CC(=O)Nc1ccc(NC(=O)CN(c2cccc(C(C)=O)c2)S(C)(=O)=O)cc1 | 4.0 | 0.0 | -1.2 | -7.8 | -1.3 | 3.1 | -2.9 | -6.4 | -0.3 | -29.5
Fc1ccccc1C1c2cccn2CCN1C(=S)Nc1ccc(Br)cc1 (stereo unspecified) | -11.2 | 3.9 | -1.3 | -1.6 | -14.8 | -9.0 | 1.6 | -1.7 | -0.7 | -17.5
Cc1ccc(CNC(=O)CS(=O)Cc2nc(-c3ccccc3F)oc2C)cc1 (stereo unspecified) | -2.3 | -1.2 | 0.2 | -7.6 | -2.5 | 2.0 | 1.7 | -10.8 | -0.4 | -0.3
O=C(CSc1n[nH]c(-c2ccc(Cl)cc2Cl)n1)Nc1ccccn1 | 2.1 | 0.8 | -0.1 | -1.8 | -5.4 | 11.3 | -0.3 | -4.4 | 0.2 | -6.5
O=[N+]([O-])c1cc([N+](=O)[O-])c2nonc2c1Nc1ccccc1O | -2.3 | 1.2 | -0.6 | 13.7 | 2.2 | -29.0 | 1.5 | -7.0 | -0.1 | -11.6
COC1CCN(C(=O)c2ccc(OC3CCN(Cc4ccccn4)CC3)cc2)CC1 | -0.6 | 0.2 | -1.0 | -3.1 | -0.4 | 5.7 | 1.7 | -1.7 | -0.3 | 0.3
CC(Sc1nc2ccc(C(=O)c3ccccc3)cc2[nH]1)C(=O)O (stereo unspecified) | 81.3* | 1.4 | -1.4 | 2.4 | 0.3 | 6.8 | -3.8 | -1.8 | 0.3 | -3.9
O=C1NC(=S)N/C1=C/c1ccc2ccccc2c1 | 24.8 | -0.7 | -1.2 | -13.0 | -0.8 | -1.6 | 1.1 | -3.7 | 0.0 | -4.7

Looked up above:
Fc1ccccc1C1c2cccn2CCN1C(=S)Nc1ccc(Br)cc1 (stereo unspecified) in STEP inh = 1.6
O=C1NC(=S)N/C1=C/c1ccc2ccccc2c1 in Scp1 inh = -3.7
COC1CCN(C(=O)c2ccc(OC3CCN(Cc4ccccn4)CC3)cc2)CC1 in DNMT1 block = -0.6

Other results
SMILES | DNMT1 block | MsrA inh | LMPTP block | eLon inh | MsrA act | SUMO1 PPI mod | STEP inh | Scp1 inh | Tb MetRS inh | CendR NRP1 mod
O=c1c([N+](=O)[O-])cc(C(F)(F)F)cn1Cc1cccc(Cl)c1 | 2.9 | 2.1 | -0.8 | -5.0 | -4.7 | -26.7 | -0.2 | -4.7 | -0.1 | 4.7
COC(C(=O)N1CCC(n2nccc2NC(=O)C2CC2)CC1)c1ccccc1 (stereo unspecified) | -4.7 | -0.7 | -0.7 | -5.4 | -3.0 | 6.0 | -2.1 | -8.2 | 0.6 | -8.8
NC(=O)c1nsc(C(=O)N(Cc2ccc(F)cc2)C(C(=O)NCC2CCCO2)c2ccc(F)cc2)c1N (stereo unspecified) | 1.5 | -0.7 | 0.8 | -8.7 | -7.8 | -13.0 | -4.1 | 3.6 | -1.3 | 17.5
CCSC1=NSC2=NC(=O)/C(=C\c3coc4ccccc4c3=O)C(=N)N12 | -23.3 | 0.8 | 1.7 | -351.8 | -0.8 | 6.9 | -85.1 | -9.1 | -0.1 | 123.9
c1csc(-c2nc(NCCCN3CCOCC3)c3ccccc3n2)c1 | 1.1 | 2.3 | 26.0 | 3.5 | 1.3 | 4.2 | -2.5 | -9.8 | -0.4 | -8.1
Cc1cc(-c2ccc(F)cc2)n2ncc(-c3ccccc3)c2n1 | 0.4 | 0.0 | 1.6 | -2.2 | -0.3 | -5.6 | 0.7 | x | 0.0 | -44.8
O=c1c2ccccc2c(C=Nc2cccc(O)c2)c(O)n1-c1ccc2c(c1)OCO2 | -13.9 | 0.4 | 4.1 | -10.1 | -0.5 | -0.6 | 0.4 | -3.4 | 0.1 | -11.9
Cc1c(C)n(Cc2ccc(Cl)cc2)c2ccc(C(=O)NCCCN3CCOCC3)cc12 | -5.5 | -0.9 | -3.5 | 2.2 | -7.6 | 4.5 | 3.3 | 1.1 | -0.8 | 4.8
Cc1ccc(NC(=S)N(CCCN2CCOCC2)Cc2ccccn2)cc1Cl | -2.2 | -0.4 | -4.7 | -5.5 | -2.2 | -4.0 | 2.2 | -7.6 | -0.7 | 14.9
O=C(Nc1nnc(C2CC2)s1)c1ccc(S(=O)(=O)c2ccccc2)cc1 | 7.1 | 0.9 | -0.7 | -4.9 | -0.5 | 0.2 | 1.1 | -1.1 | -0.5 | 6.4
C=CC(C)(O)CCC=C(C)C (stereo unspecified) | 0.0 | -0.2 | 0.1 | 3.2 | -7.0 | 2.0 | -2.7 | -7.1 | -2.0 | 16.9
CC1CCN(c2ccccc2NC(=O)c2ccc(Br)o2)CC1 | 1.0 | -0.1 | 3.9 | 8.0 | -2.1 | 11.4 | 2.0 | -3.1 | -0.4 | 8.8
Cc1ccc(C(=O)NCc2ccc(N3CCN(C(=O)OC(C)(C)C)CC3)cc2)cc1 | -0.9 | -0.2 | -1.4 | 4.8 | -4.1 | -3.2 | 0.4 | -10.8 | -0.6 | -4.7
C=CCn1c(-c2oc3nc(-c4ccccc4)cc(-c4ccccc4)c3c2N)n[nH]c1=S | -7.8 | 4.4 | -0.5 | -18.2 | -2.1 | -15.1 | 0.6 | -11.1 | -0.6 | -36.9
O=C(CCCl)N1c2ccccc2C=Cc2ccccc21 | 7.0 | -0.7 | 2.2 | -8.3 | -4.8 | -8.3 | -1.5 | -0.6 | -1.9 | 7.7
COC(=O)[C@@]12C[C@@H](CC(=O)NCC34CC5CC(CC(C5)C3)C4)C(=O)N(Cc3cccc4ccccc34)C1=CCC(C)(C)C2 | x | -0.9 | 3.8 | x | x | -1.1 | x | x | -0.9 | 2.2
